KDM5B inhibitor: blocks human KDM5B histone demethylase activity; KDM5B demethylase, FDH-coupled NADH fluorescence (FDH is formaldehyde dehydrogenase); Potency, µM (highest dose often 57.7 µM), for the others: top-dose activity change, negative = inhibition, hits mostly inhibitors; 220,000 compounds, 2.6% hits; AID 1347165; active = well fitted inhibition curve with a large enough effect; inconclusive = small, poorly fitted or top-dose-only effect; inactive = no such curve, though single readings can be large or run the other way; note: 0% is about no effect; nearly all actives have a fitted effect of over 70% in size
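Measured: NADH fluorescence change, 30 min, RT. System: KDM5BΔAP 200 nM final, H3K4me3 peptide, α-KG, Fe(II), ascorbate, NAD⁺ plus FDH, pH 7.5 HEPES. Compounds: titrated, 10 min pre-incubation with enzyme.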
* marks the source's active call; other numbers are inactive results; i = inactive; ? = inconclusive; [ ] = another dose, or the depositor's remark. Potency is the fitted concentration of half-maximal effect. A portion of the library; rates above refer to the full screens.

KDM5B inhibitor,structure
0%,CCc1nc(-c2c3n(c(=O)n(Cc4ccc(OC)c(F)c4)c2=O)CCCCC3)no1
-19%,COc1ccc(OC)c(CNC(=O)C2Cn3cccc3C(=O)N2Cc2cccnc2)c1 (stereo unspecified)
-16%,FC(F)(F)c1ccc(Cl)c(N/N=C/c2c(Cl)cccc2Cl)c1
?,CCN(CC)CCSc1nnc2c3cc(F)ccc3n(C)c2n1
54%[activator],N#Cc1ccc(C(=O)NC2CCc3n[nH]c(=O)n3CC2)cc1 (stereo unspecified)
-5%,CC(C)(Cc1ccccc1)NC(=O)C(=O)c1cn(CC(=O)N2CCOCC2)c2ccccc12
-8%,CCCNc1c(NC(=O)Nc2cccc(Cl)c2)c(=O)oc2ccccc12
53%[activator],COCCn1c2c(c(=O)[nH]c1=O)C(c1ccc(C(=O)O)cc1)C1=C(N2)c2ccccc2C1=O (stereo unspecified)
-4%,Cc1ccc2c(c1)-c1c(cnn1CC(=O)N(C)c1ccccc1Cl)CO2
10%[86.2 µM],COC(=O)c1ccc2c(c1)nc1n2[C@@H](CNC2CCCCC2)COC1
-16%,COc1ccc(CC(=O)N2CCC(Cc3nc(-c4cnccn4)no3)CC2)cc1Cl
22%,CNc1c(NC(=O)C2CC(=O)N(c3ccc(C)cc3)C2)c(=O)oc2ccccc12 (stereo unspecified)
-22%,O=C1CC(c2ccccc2)N(C(=O)CNC(=O)c2ccc(Cn3cncn3)o2)CCCCCN1 (stereo unspecified)
5%,CC(C)n1c(SCC(=O)c2ccc(F)cc2)nc2c(sc3ccccc32)c1=O
-5%,COc1cc(OC)c(NC(=O)c2oc3ccc4c(c3c2C)C(=O)CC(C)(C)O4)cc1Cl

The listing continues:
KDM5B inhibitor,structure
10%,COCCOC1CCN(C(C(=O)O)c2ccc3c(c2)OCO3)CC1 (stereo unspecified)
13%,CCOc1ccccc1NC(=O)Cn1c(=O)n(-c2ccc(C)c(C)c2)c(=O)c2c(C)c(C(=O)N(C)C)sc21
16%,CCOC(=O)C1CCN(Cc2nnc(-c3cccc(Br)c3)o2)CC1
-5%,O=C(Nc1ccc2c(c1)OCCO2)C1CC(c2ccccc2Cl)=NO1 (stereo unspecified)
-9%,Cn1ncc(N2CCC(NC(=O)Cc3ccsc3)CC2)cc1=O
19%,CCN(C(=O)Cn1nc(Cc2ccncc2)c2ccccc2c1=O)c1cc(C)ccc1C
?,COc1ccc(-c2nnc3ccc(SCc4ccco4)nn23)cc1
?,COc1ccc(NC(=O)CSc2nc(O)c(C/C=C/c3ccccc3)c(=O)[nH]2)cc1
-5%,Cc1nn(C)c2nc(C(C)C)cc(C(=O)N3CCN(c4nccs4)CC3)c12
-21%,COc1ccccc1N1CCN(CCCNC(=O)c2cnn(-c3ccc(C)c(C)c3)c2C2CCN(C(=O)OC(C)(C)C)CC2)CC1
7%,O=C(O)C(Cc1cc(Cl)ccc1Cl)Sc1nc2ccccc2[nH]1 (stereo unspecified)
-12%,CC(C)Oc1ccc(CNC(=O)c2cc3n(n2)CC(c2ccc(Cl)cc2)OC3)cc1 (stereo unspecified)
-4%,O=S(=O)(NC1CC1)c1ccc(S(=O)(=O)N(Cc2ccccn2)C2CC2)cc1
17%,O=C(COc1ncnc2ccccc12)Nc1c(Cl)cc(Cl)cc1Cl
17%,COc1cc(/C=C(\C#N)c2nc3ccccc3[nH]2)ccc1OCc1ccc(C)cc1

(list continues)
KDM5B inhibitor,structure
-15%,CCc1nnc(NC(=O)CSc2nc3c([nH]c4ccccc43)c(=O)n2-c2cc(C)cc(C)c2)s1
29%,O=C(O)CN1CC2(CCC1=O)CCN(C(=O)C1CNC(=O)C1)CC2 (stereo unspecified)
27%[86.2 µM],CC(=O)NC[C@@H]1C=C(C)[C@H](Cc2nc3ccccc3n2C)C[C@H]1C(C)C
-18%,COc1cccc(C2CCCN2Cc2cc(=O)oc3cc(C)ccc23)c1 (stereo unspecified)
-23%,O=C(NC1CCCCCCC1)c1ccncc1
6%,COc1ccc(CNC(=O)CS(=O)(=O)Cc2nc(-c3cccc(OC)c3)oc2C)cc1
-16%,CN1CCCCCCN(S(=O)(=O)c2cccc(F)c2)CCC1=O
-18%,CCN1C(=O)Cc2ccccc2C1C(=O)NCc1ccc(OC(C)C)cc1 (stereo unspecified)
17%,CC(C)NC(=O)N(C1CC1)C1CCOC2(CCN(C(=O)Cc3ccccc3)CC2)C1 (stereo unspecified)
?,CCOc1cccc(CNC(=O)c2cc3c(=O)[nH]c(C)cn3n2)c1
16%,COc1ccc(N(C(C)C(=O)NCc2cccnc2)S(C)(=O)=O)cc1 (stereo unspecified)
5%,COc1ccc(-c2noc(-c3nnn4c3COC(c3ccc(Cl)cc3)C4)n2)cc1F (stereo unspecified)
?,O=C(c1ccc2c(c1)N(Cc1cccc(Cl)c1)C(=O)c1ccccc1S2(=O)=O)N1CCN(Cc2ccccc2)CC1
-17%,NCCc1n[nH]c(=O)n1-c1ccc2c(c1)OCO2
11%,CNC(=O)N1CCC(C2CCN(C(=O)c3cc(OC)cc(OC)c3)C2)CC1 (stereo unspecified)

(list continues)
KDM5B inhibitor,structure
-82%,Cc1ccc(CNC(=O)c2cc3c(s2)-c2ccccc2SC3)cc1
-20%,O=C(O)c1cccc2c1CCN2C(=O)c1ccccc1
4%[86.2 µM],CC(C)C(=O)N1CCC(COc2ccc3c(cnn3CC[S+](C)(=O)[O-])c2)CC1
-5%,CC(NC(=O)CN1C(=O)COc2ccc(C(=O)COc3ccc(F)cc3F)cc21)c1ccccc1 (stereo unspecified)
-13%,COc1ccc(CNC(=O)c2noc(-c3ccc(C)cc3)n2)cc1OC
13%,C=CCOC(=O)Cn1cnc2c1c(=O)n(C)c(=O)n2C
-21%,CCc1nc2cc(N3CCCC(C(=O)NC4CCCC4)C3)cnc2nc1CC (stereo unspecified)
-2%,COc1ccc(CNC(=O)N2CCc3c(nc(-c4ccc(OC)cc4)[nH]c3=O)C2)cc1
-5%,CC(C)(C)OC(=O)N1CCC(c2c(C(=O)N3CCN(C(=O)c4ccco4)CC3)cnn2-c2ccc(Cl)cc2)CC1
5%,O=C(CSc1nnc(-c2ccco2)o1)Nc1ccccc1Cl
-9%[115 µM],CN(C)c1ccc(CN2CCC3(C2)C(=NC2CCCCC2)NC(=O)N3c2cc(F)cc(F)c2)cc1 (stereo unspecified)
17%,Cc1ccccc1CS(=O)Cc1ccccc1F (stereo unspecified)
-11%,O=C(Nc1ccc(F)c(Cl)c1)c1ccc(Cl)cc1N1CCCC1=O
-4%[115 µM],CC(C)C(=O)N1Cc2ccccc2CC2(CCN(CC3CCNC3)C2)C1 (stereo unspecified)
31%,CCC(C)NC(=S)Nc1ccc(F)cc1 (stereo unspecified)

Next structures:
KDM5B inhibitor,structure
?,Cc1nc(N2CCCC2)ncc1C(=O)NCc1ccc(Cl)cc1
15%,CN1CC2(CCCN(C(=O)CCc3ccncc3)CC2)OC1=O (stereo unspecified)
-15%,CCn1cnc2c1c(=O)n(CC(=O)Nc1cc(OC)cc(OC)c1)c(=O)n2Cc1ccccc1
-21%,O=c1n(CC2CC2)nc2n1CCC(NS(=O)(=O)c1cccc(F)c1)CC2 (stereo unspecified)
31%,Cc1cc(C)nc(NC2=N[C@@H]3CCCC[C@H]3N2C(=O)Nc2cc(Cl)cc(Cl)c2)n1
?,O=C(Cn1ccc2cc(S(=O)(=O)N3CCCCC3)ccc21)NCc1ccccc1Cl
-4%,CSc1ccc(C2NC3=NCN(Cc4ccccn4)CN3c3nc4ccccc4n32)cc1 (stereo unspecified)
12%,CCNc1c(NS(=O)(=O)c2c(C)noc2C)c(=O)oc2ccccc12
-3%,O=C(c1cc(Cl)ccc1F)N1CCN(C(=O)c2nnn3c2COC(c2ccccc2)C3)CC1 (stereo unspecified)
3%,Cn1cc(S(=O)(=O)c2ccc(F)cc2)c(=O)c2ccccc21
25%,O=C(c1ccc(OC2CCN(C(=O)c3cccc(F)c3)CC2)nc1)N1CCOCC1
i,Cc1cc(C)c(CNC(=O)c2nc(-c3ccc(CN(C)C)cc3)cc3[nH]ccc23)c(=O)[nH]1
-7%,O=C(CS(=O)(=O)c1cccc2nsnc12)N1CCN(c2cccc(C(F)(F)F)c2)CC1
8%,O=C(CC(c1ccc(F)cc1)N1Cc2ccccc2C1=O)NCc1ccc(F)cc1 (stereo unspecified)
2%,CC(C)(C)c1ccccc1NC(=O)c1ccccc1F

Later entries.
KDM5B inhibitor,structure
28µM*,Cc1c(-c2ccccc2F)[nH]c2ccc(CNC(=O)C3CCCN(C(N)=O)C3)cc12 (stereo unspecified)
?,CCN1c2cc(C(=O)Nc3ccc(C(C)C)cc3)ccc2C(=O)N2CCCCCC21 (stereo unspecified)
5%,Cc1ccc2nc(-c3cccc(NC(=O)c4cccc5c(Cl)cccc45)c3)oc2c1
-8%[115 µM],CNC(=O)C1=NO[C@@H]2CN(CCc3ccccc3)C[C@H]12
?,NCC1CCN(C(=O)c2cnc(C34CC5CC(CC(C5)C3)C4)[nH]c2=O)C1 (stereo unspecified)
9%,O=C(Cc1ccccc1)NCc1cccs1
4%,COC(=O)c1cc(-c2ccc(C)cc2)nc2ccc(Cl)cc12
?,COc1ccc(-c2cc(C(F)(F)F)nc(SCC(=O)N(C)Cc3ccccc3)n2)cc1
-8%,CCOc1cccc(C2c3c(oc4ccccc4c3=O)C(=O)N2c2nc(C)c(C(=O)OC)s2)c1 (stereo unspecified)
-20%,CC(=O)Nc1ccc(CN(Cc2ccc(NC(C)=O)cc2)C[C@H]2C[C@@H]3CCN2C[C@@H]3c2cc(-c3ccco3)nc(C)n2)cc1
2%,O=C(N[C@@H]1CCOC[C@H]1OCc1cscn1)c1ccc(N2CCCC2=O)cc1
23%,CCN1C(=O)C2CC3(CCN(Cc4cn[nH]c4-c4cccs4)CC3)CN2C1=O (stereo unspecified)
5%[86.2 µM],COCc1cc(C[C@@H]2C[C@H](NC(=O)Nc3ccccc3)C2(C)C)no1
6%,CC(C)n1ccnc1C1CCCN(S(=O)(=O)c2ccccc2Cl)C1 (stereo unspecified)
20%,CCCn1c(C)cnc1C1CCN(C(=O)NC(C)C)C1 (stereo unspecified)

Next results.
KDM5B inhibitor,structure
14µM*,CCn1cnnc1-c1nn(C)c2c1CN(C(=O)CCC(=O)N1CC(=O)Nc3ccccc31)CC2
26%,COc1ccc(-c2nc(C(C)C)nc3c2CCN([S+](=O)([O-])c2ccc(C)cc2)CC3)cc1
5%[86.2 µM],CC[C@H]1CN(C(=O)c2ccnc(Cl)c2)CC[C@H]1CC(=O)N1CCC(C(N)=O)CC1
-4%,COc1ccc(/C=C/C(=O)Oc2ccccc2Cl)cc1
?,CCN1CCN(c2oc(-c3ccco3)nc2C#N)CC1
19%,CC(=O)c1ccc(C(=O)N2CCCC(CNC(=O)c3ccccc3Cl)C2)cc1 (stereo unspecified)
21%,Cc1cccc(NC(=O)NC(=O)CN(C)Cc2ccccc2)c1C
-16%,CC(C)OCCCn1c(=O)c2ccccc2n2c(-c3cc(Cl)ccc3O)nnc12
-3%,CN(C)CCNC(=O)C1CCCN(c2nc(Cl)nc3nc[nH]c23)C1 (stereo unspecified)
-10%,COc1cc(CNC(=O)c2cnc3c(-c4cccc(C)c4)c(C)nn3c2C)cc(OC)c1OC
23%,COc1ccc(-c2noc([C@@H]3CCCN3C(=O)Cc3ccccc3)n2)cc1OC
-2%,COc1ccc(OC)c(CC(C(=O)Nc2ccc(F)cc2)c2nn[nH]n2)c1 (stereo unspecified)
-23%,CCOc1ccccc1Nc1sc(C(=O)c2ccccc2)c(N)c1C(=O)NCCc1ccccc1
-9%,C=C(Br)CNC1CCCCC1
35µM*,CN1CCC(Cn2ccc3c(N4CCOCC4)nc(-c4ccc5cn[nH]c5c4)cc32)CC1

(cont.)
KDM5B inhibitor,structure
?,Cn1cnc(S(=O)(=O)N2CCCN(C3CCOCC3)CCNC(=O)CC2c2ccccc2)c1 (stereo unspecified)
?,CCOc1ccc(NC(=O)NC(C)c2c(-n3cccc3)sc3c2CCN(CC)C3)cc1 (stereo unspecified)
20%[86.2 µM],CC(C)CN1C(=O)COC[C@@H]1[C@H](O)c1ccc(NC(=O)C2CCCC2)cc1
-15%,COC(=O)c1ccc(COc2cccc3c2OC(C)(C)C3)cc1
22%,COCCn1cnc2c1c(=O)n(CC(=O)Nc1ccccc1OC(F)F)c(=O)n2Cc1ccccc1

Compound activity deposited in PubChem by National Center for Advancing Translational Sciences (NCATS).
